Assay outcomes: PubChem BioAssay, several laboratories
Phagocytosis inh: blocks phagocytosis by macrophages | J774A.1 macrophage IgG-bead phagocytosis, imaging | inhibition, % at 5 µM | 0.07% of 110,000 active;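 active means inhibition above the mean of the plate negative controls plus 5 SD, cut at about 13% in these data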;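 further: phagocytic index as fraction of beads internalized from green versus red external bead signal; plate controls were DMSO negative control for no effect and cytochalasin-D positive control for full effect; some results beyond the cut were filed as inactive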
NPY-Y2 antag: blocks the human neuropeptide Y Y2 receptor | 0.99% of 140,000 active | P49146 | NPY-Y2 expressing cells, antagonist mode | inhibition, % at 2.7 µM; in the data active means inhibition above about 17%;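 further: 0% = vehicle with agonist challenge and 100% = reference antagonist with challenge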
Target sequence (P49146 whole entry, looked up): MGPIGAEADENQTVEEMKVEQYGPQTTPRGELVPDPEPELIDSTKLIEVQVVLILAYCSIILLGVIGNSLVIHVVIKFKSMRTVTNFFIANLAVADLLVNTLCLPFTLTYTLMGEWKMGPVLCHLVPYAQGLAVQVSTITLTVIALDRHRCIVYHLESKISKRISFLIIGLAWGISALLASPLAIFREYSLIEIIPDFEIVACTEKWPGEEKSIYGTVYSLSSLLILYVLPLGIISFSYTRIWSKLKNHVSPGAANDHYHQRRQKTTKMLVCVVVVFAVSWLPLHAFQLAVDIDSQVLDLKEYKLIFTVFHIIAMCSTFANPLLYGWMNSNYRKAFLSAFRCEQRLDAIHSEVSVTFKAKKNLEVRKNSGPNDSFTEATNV
bCat KO growth: beta-catenin-lacking colon tumor cell growth suppression; HCT116 beta-catenin knockout viability, CellTiter-Glo, 60 h; active compounds read low; viability, % at 10 µM; 1.5% of 140,000 active;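 active means viability at or under a set limit, the compound median less 4 SD, cut at about 6% in these data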;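 further: 0% = Hyamine 1622 control at 20 µM and 100% = untreated cell control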
Measles CPE: protection of cells from measles virus. Measles virus-infected cells, CPE protection, absorbance. protection (pct of control), % at 4 µM. 1.5% of 140,000 active; in the data active means protection mostly above about 24%, no sharp cut-off; inactive means mostly below about 26%; further: some compounds called inactive have numbers as strong as hits
HCT116 PTEN-null: growth suppressors of cells with PTEN tumor suppressor deletion; HCT116 PTEN-null viability, CellTiter-Glo, 60 h; active compounds read low; viability, % at 10 µM; 1.2% of 140,000 active;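 active means viability at or below a set limit, 4 SD under the median of all tested compounds, cut at about 3.7% in these data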;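 further: PTEN knockout HCT116 line with beta catenin targeted HCT116 as companion control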
MRP-1 activ: MRP-1 activation; 0.61% of 140,000 active; H69AR cells + doxorubicin, viability rescue, CellTiter-Glo; viability increase, % at 10 µM; AID 799;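 active means viability gain under doxorubicin at or above a set limit, the compound median plus 3 SD, cut at about 4.7% in these data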;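 further: MRP-1 overexpressing cells given doxorubicin 25 µM after compound pretreatment; 18-22 h compound pretreatment then 72 h with doxorubicin before readout; 0% = doxorubicin-only wells and 100% = vehicle-treated cells without doxorubicin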
E-sel TNF inh: TNF alpha driven E-selectin expression inhibition; HUVEC TNFa-induced E-selectin immunofluorescence, high content; inhibition, % at 2 µM; 0.71% of 120,000 active; AID 1246;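 active means inhibition above the batch mean plus 3 SD, and confirmed as a hit on visual image review, cut at about 43% in these data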;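 further: 0% = TNF-stimulated DMSO wells and 100% = unstimulated control wells; not every result past the cut was called active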
BB579 growth dn: reduces growth of yeast BB579 in restrictive medium; S. cerevisiae BB579 growth, OD615, 48 h; inhibition, % at 10 µM; 0.51% of 140,000 active; AID 804;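 active means inhibition above a set limit, 3 SD over the mean compound inhibition, cut at about 44% in these data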; further: inactives centre near -24
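test system = yeast BB579 (DeaD) | buffer or medium = restrictive CSMM-D medium | doses = single compound dose of 10 µM, 0.25% DMSO final | times = 4 h preincubation and 48 h exposure at 30 °C | technique = culture absorbance at 615 nm | benchmarks = amphotericin B 10 µg/mL, positive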
Yeast life ext: yeast lifespan extension; 0.68% of 130,000 active; inhibition of the nicotinamide effect, % at 10 µM; S. cerevisiae growth with nicotinamide, OD615; deaD strain in restrictive glucose medium;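 active means inhibition above a set limit, placed 3 SD over the median of all compounds, cut at about 26% in these data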;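 further: 0% = nicotinamide-treated wells and 100% = cells grown without nicotinamide; some compounds called inactive have numbers as strong as hits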
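Material: Modified budding yeast, DeaD strain | Medium: Restrictive glucose medium | Probe or stimulus: 1.5 mM nicotinamide | Dosing: Single dose 10 µM compound, 0.25% DMSO | Times: 48 h at 30 °C | Technique: OD615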
GALR2 blocker: blocks the human galanin receptor 2. inhibition, % at 4 µM. 0.39% of 140,000 active. AID 828. GALR2-expressing cells, antagonist mode. O43603; in the data active means inhibition above about 27%;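 further: cells stimulated with galanin 1-16 at roughly its EC80; 0% = agonist challenge control and 100% = basal control without agonist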
Target sequence (O43603 whole entry, looked up): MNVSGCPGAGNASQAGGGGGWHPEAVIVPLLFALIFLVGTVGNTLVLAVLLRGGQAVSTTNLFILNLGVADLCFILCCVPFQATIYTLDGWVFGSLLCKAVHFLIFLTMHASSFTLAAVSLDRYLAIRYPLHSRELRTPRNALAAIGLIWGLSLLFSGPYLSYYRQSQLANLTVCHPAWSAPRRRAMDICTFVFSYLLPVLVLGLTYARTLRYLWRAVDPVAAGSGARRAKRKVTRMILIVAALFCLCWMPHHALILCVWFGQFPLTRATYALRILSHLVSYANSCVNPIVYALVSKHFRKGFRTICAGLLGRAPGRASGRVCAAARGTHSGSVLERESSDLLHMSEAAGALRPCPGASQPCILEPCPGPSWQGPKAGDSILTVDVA
The depositor's hits bear a star; . = no result given.

SMILES | Phagocytosis inh | NPY-Y2 antag | bCat KO growth | Measles CPE | HCT116 PTEN-null | MRP-1 activ | E-sel TNF inh | BB579 growth dn | Yeast life ext | GALR2 blocker
Cc1ccc(-n2c(=O)c3ccc(C(=O)NCc4ccco4)cc3n(Cc3ccccc3C#N)c2=O)cc1 | -4 | 0 | 57 | 11 | 61 | -2.7 | . | -3 | -2 | -2
Clc1ccc(-c2nnc3ccccn23)cc1 | -3 | 3 | 99 | 2 | 97 | 0.5 | -23 | 5 | -25 | 2
CCN(CC)S(=O)(=O)c1ccc(C(=O)OCC(=O)c2ccc3c(c2)NC(=O)CO3)cc1 | . | -1 | 83 | 8 | 91 | -3.2 | 5 | -9 | -12 | 1
Cc1c(NC(=O)c2cccnc2C(=O)O)cccc1C(=O)O | -2 | 3 | 93 | 15 | 91 | -0.1 | . | -41 | 5 | -3
Cc1cccc(N=C(NO)c2nonc2N)c1 | -2 | 1 | 102 | 7 | 97 | 1.0 | -11 | -13 | 0 | -4
Cc1nnc(N(Cc2ccco2)C(=O)c2ccno2)s1 | -1 | 5 | 79 | 41 | 88 | -1.3 | 0 | -25 | -3 | -1
CC(=O)N(c1ccccc1)c1nc(/C=C/C(=O)Nc2c(C)cc(C)cc2C)cs1 | -10 | 9 | 71 | 13 | 74 | -0.3 | . | -34 | 1 | 12
COc1ccc(NC(=O)CC2C(=O)N(CCc3ccccc3)C(=S)N2Cc2cccnc2)cc1 (configuration not stated) | . | -4 | 60 | 19 | 52 | -4.5 | -4 | -33 | -5 | 8
Cc1ccccc1OCC1Cn2c(nc3c2c(=O)[nH]c(=O)n3C)O1 (configuration not stated) | . | 1 | 76 | 18 | 68 | -4.0 | 0 | -57 | -31 | -8
COc1ccc(-n2ncc3c(N4CCc5ccccc54)ncnc32)cc1 | -2 | 6 | 57 | 23 | 66 | -1.2 | -13 | -31 | -12 | 3
C=CCn1c(CNC(=O)c2ccco2)nnc1SCC(=O)Nc1cccc(Br)c1 | 3 | 0 | 95 | 4 | 89 | -3.0 | 36 | 3 | -14 | -3
O=c1c2ccccc2cnn1Cc1n[nH]c(=S)n1-c1ccccc1Cl | -6 | 1 | 93 | 9 | 92 | -1.9 | . | -8 | 3 | -9
O=C(Cn1nnc(-c2ccccc2)n1)NCc1ccco1 | -1 | 3 | 90 | 5 | 87 | -1.2 | . | -36 | -6 | -6
Cc1nc2ccc(S(=O)(=O)NC(CC(C)C)C(=O)O)cc2s1 (configuration not stated) | 1 | 9 | 102 | 10 | 95 | 0.0 | -5 | -42 | 4 | -1
CN1CCN(CCOc2ccc(Cl)c(Cl)c2)CC1 | -4 | 5 | 93 | 9 | 94 | -1.8 | 4 | -9 | 2 | 7
COc1nc(OCCNC(=O)Nc2ccccc2)nc(N(C)C)n1 | 2 | 3 | 115 | 3 | 100 | 1.1 | -10 | -43 | -18 | -3
Cc1ccc(S(=O)(=O)CC(O)CN2CCCC2=O)cc1 (configuration not stated) | . | 0 | 93 | 7 | 97 | -1.2 | -33 | -7 | -23 | 4
COc1ccccc1CNC(=O)CCS(=O)(=O)c1ccc2c(c1)CCCN2C(C)=O | -2 | 0 | 89 | 15 | 99 | -1.3 | . | 10 | -8 | 3
CSc1nnc(C)c(=O)n1COC(=O)COc1ccc2ccccc2c1 | . | 12 | 89 | 1 | 98 | 0.7 | . | -4 | -1 | 3
COc1ccc(-c2cc3nc(C)cc(N4CC(C)CC(C)C4)n3n2)cc1 (configuration not stated) | . | 14 | 79 | 6 | 69 | 5.1* | -5 | 71* | . | 0

The final two compounds of the part before open the next one:
SMILES | Phagocytosis inh | NPY-Y2 antag | bCat KO growth | Measles CPE | HCT116 PTEN-null | MRP-1 activ | E-sel TNF inh | BB579 growth dn | Yeast life ext | GALR2 blocker
CSc1nnc(C)c(=O)n1COC(=O)COc1ccc2ccccc2c1 | . | 12 | 89 | 1 | 98 | 0.7 | . | -4 | -1 | 3
COc1ccc(-c2cc3nc(C)cc(N4CC(C)CC(C)C4)n3n2)cc1 (configuration not stated) | . | 14 | 79 | 6 | 69 | 5.1* | -5 | 71* | . | 0
CC(NC(=O)NC12CC3CC(CC(C3)C1)C2)C1CCCO1 (configuration not stated) | . | 3 | 93 | 12 | 97 | 0.1 | -33 | -24 | -6 | 14
C/C(CC(=O)Nc1cccc(Cl)c1C)=N\NC(=O)C(=O)NCC(C)C | 0 | 0 | 99 | 7 | 97 | 1.4 | -10 | -52 | -2 | -1
CN(CC(=O)Nc1ccc(C#N)cc1)Cc1ccc(Cl)cc1Cl | . | 8 | 57 | 7 | 55 | -3.0 | 1 | 9 | 9 | -4
Cc1ccc2cccc(S(=O)(=O)N3CCN(c4ccccc4F)CC3)c2n1 | . | -2 | 82 | 9 | 76 | -3.4 | 12 | -19 | -5 | 2
CCOc1cc(CNCc2ccccn2)ccc1OCC(=O)NC(C)(C)C | -1 | 3 | 82 | 4 | 82 | -1.5 | . | -30 | 10 | 1
CC(c1ccco1)N(Cc1ccco1)C(=O)Nc1ccccc1 (configuration not stated) | -1 | 1 | 90 | 3 | 91 | -3.3 | -6 | -19 | 0 | -3
C=Cc1cccc(NC(=O)COc2ccccc2)c1 | . | 0 | 90 | 5 | 106 | -0.8 | 11 | -58 | -10 | -2
COc1ccc(F)cc1S(=O)(=O)Nc1ccc2c(c1)OCO2 | -2 | -1 | 101 | 6 | 95 | -0.2 | -21 | -19 | -1 | -4
O=C(NCc1ccccc1Cl)c1cccc(NC(=O)c2ccccc2)c1 | -4 | -1 | 73 | 7 | 75 | -1.8 | 25 | -12 | -9 | 1
CCOC(=O)C(C)n1nc(/C=C/c2ccccc2)ccc1=O (configuration not stated) | . | 2 | 73 | 88* | 88 | -0.9 | 12 | -54 | -26 | 9
COc1cccc(NC(=O)N2CCN(c3cccc(C)c3)C(C)C2)c1 (configuration not stated) | . | 1 | 100 | 9 | 96 | -0.1 | -28 | -35 | -14 | 9
O=C(CSCc1ccc([N+](=O)[O-])cc1)Nc1cccc(C(=O)Nc2ccccc2C(=O)O)c1 | . | 8 | 100 | 19 | 98 | -1.9 | -11 | 5 | -7 | -6
O=c1cc(NCCCO)c2ccccc2o1 | 1 | 1 | 90 | 8 | 89 | 0.0 | -32 | -41 | -9 | 14
CC(=O)Nc1nc2ccccc2n1CCOc1ccccc1Cl | -1 | 1 | 27 | 6 | 25 | -2.0 | 21 | -62 | -11 | -8
Cc1ccc(C(=O)C(NC(=O)c2ccco2)Nc2sc3c(c2C(N)=O)CCCC3)cc1 (configuration not stated) | . | -1 | 91 | 8 | 85 | 3.4 | 12 | -30 | . | 21
Cc1ccc(S(=O)(=O)N(C)c2c(C)ccc(S(=O)(=O)Nc3ccncc3)c2C)cc1 | -7 | 3 | 93 | 3 | 97 | 0.0 | . | -23 | -4 | 5
Fc1cccc(CSc2ncnc3c2oc2ccccc23)c1 | 0 | 2 | 106 | 6 | 100 | 1.1 | -10 | -30 | -10 | -5
CCOC(=O)C(CCCCCOc1ccc([N+](=O)[O-])cc1)C(=O)OCC | . | 9 | 62 | 3 | 78 | -0.4 | -22 | -9 | -18 | -7
CCOC(=O)C=Nc1c(N)n(C)c(=O)n(C)c1=O | 1 | 1 | 95 | 2 | 98 | -0.5 | -10 | -24 | 7 | -1
O=C(CN1CCOCC1)Nc1ncc(Cc2cccc(Cl)c2)s1 | -4 | 0 | 88 | 9 | 82 | 1.1 | . | -24 | -3 | 4
Cn1c(=O)c2c(ncn2CC(O)CO)n(C)c1=O (configuration not stated) | . | 2 | 102 | 6 | 96 | -1.8 | . | -37 | 3 | -4
O=C(CCN1C(=O)CSC1=O)Nc1ccccc1 | 1 | -2 | 88 | 18 | 94 | 0.3 | 12 | -7 | 1 | -8
CCOc1nnc(C)c2c(C)n(-c3cccc(OC)c3)nc12 | . | 0 | 83 | 9 | 81 | -1.6 | 2 | -18 | -11 | 12
CC1=CCC2C(=O)N(c3ccc(C)c(Br)c3)C(=O)C2C1 (configuration not stated) | 0 | 3 | 101 | 5 | 103 | 2.0 | . | -23 | -4 | 5
COc1ccccc1/C=N/NC(=O)c1ccc(NC(=O)c2ccccc2Br)cc1 | -3 | 2 | 93 | 8 | 98 | 1.1 | -3 | -9 | -4 | 6
O=C(c1ccc(Br)s1)N1CCN(c2ncccn2)CC1 | 0 | 3 | 95 | 2 | 99 | 0.7 | -18 | -44 | -10 | 8
Cc1cc(-c2nnc3n2N=C(C(C)(C)C)CS3)n[nH]1 | 0 | 3 | 101 | 20 | 103 | -0.7 | 17 | -7 | 1 | 8
C=CCNC(=S)NNC(=O)c1ccc(OCC(C)C)cc1 | . | 2 | 98 | 18 | 96 | 0.3 | 22 | -57 | -1 | 13
COc1ccc(NC(=O)CN2C(=O)CSC(C)C2=O)c(OC)c1 (configuration not stated) | 5 | 1 | 93 | 9 | 102 | 1.5 | . | -22 | 15 | 4
COc1cc(NS(=O)(=O)c2ccccc2)ccc1-n1nc(C)cc1C | . | 2 | 101 | 22 | 95 | -2.3 | 9 | -28 | -7 | 8
Cc1ccc2cc(C(c3nnnn3Cc3ccccc3)N3CCN(c4ccccc4)CC3)c(=O)[nH]c2c1 (configuration not stated) | -3 | 0 | 87 | 23 | 86 | -4.4 | 5 | -19 | -2 | -6
COc1cccc(Cn2c(-c3cccs3)noc2=O)c1 | -1 | 1 | 99 | 8 | 94 | -1.4 | -2 | -2 | -18 | -1
N#Cc1cccc(NC(=O)Cn2c3[n+](c4ccc(C(F)(F)F)cc42)CCCCC3)c1 | -1 | 3 | 84 | 40 | 102 | -1.5 | . | -14 | -1 | 2
CCCNC(=O)N1CCC(C(=O)c2ccc(Cl)cc2)CC1 | . | 0 | 95 | 5 | 97 | -0.4 | -9 | -9 | -10 | 3
CC1(C)SC2[C@H](NC(=O)C(NC(=O)N3CCNC3=O)c3ccccc3)C(=O)N2C1C(=O)O (some centres not stated) | . | -2 | 82 | 65 | 99 | -2.1 | . | -35 | 0 | 9
Cc1sc2nc(SCC(=O)N(C)C)[nH]c(=O)c2c1C | 1 | -1 | 92 | 14 | 87 | -1.6 | 10 | -18 | -13 | 5
O=C1NCCCC1C(=O)N/N=C/c1ccccc1 (configuration not stated) | -1 | 1 | 98 | 3 | 108 | 0.9 | . | -1 | 1 | 3
Cc1ccc2cc3cc(C(=O)NCc4ccc5c(c4)OCO5)oc3nc2c1 | 0 | 11 | 48 | 34* | 4 | -5.6 | . | -23 | -8 | 2
Cc1cc(-c2n[nH]c(=S)n2/N=C/c2cc([N+](=O)[O-])ccc2Cl)n[nH]1 | -5 | 3 | 11 | 20 | 10 | -4.3 | . | 96* | 5 | -4
CCOc1ccc(N(C(=O)c2cnsn2)C(C(=O)NC2CCCCC2)c2ccncc2)cc1 (configuration not stated) | -15 | 20* | 88 | 12 | 101 | -3.0 | -4 | -11 | -2 | -2
CCOC(=O)/C(=N/Nc1ccccc1)Sc1nnnn1-c1ccc(C)cc1 | -3 | 1 | 95 | 28 | 89 | -2.0 | . | -38 | 5 | -19
